Source: PubChem BioAssay (National Center for Advancing Translational Sciences (NCATS))
HepG2 tox – counter-screen for TGF-b inhibitors: cytotoxicity in HepG2 cells; HepG2 CAGA-GFP viability, ATP luminescence, 18 h; Potency, µM (top dose mostly 46.1 µM), without a hit: top-dose activity change, negative = cytotoxicity, actives largely listed as cytotoxic; hit rate 0.76% among 410,000; further: potency means the concentration at half of the fitted maximal effect; some results filed as inactive show a strong effect at the top dose
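HepG2 CAGA-GFP cells (1000/well, DMEM with 1% FBS) received compound, then TGF-beta at 500 pg/mL final, and were incubated 18 hours at 37 degrees C. Viability was read by CellTiter-Glo luminescence. Media-only wells were set as complete cell-killing and DMSO as no toxicity.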
A549 viability – counter-screen for Nrf2 inhibitors: cytotoxicity in A549 cells; Potency, µM (doses to about 46 µM), without a hit: at the top dose activity change, negative = cytotoxicity, most hits filed as inhibitors; A549 ARE-Fluc cells, CellTiter-Fluor viability, 18-24 h; hit rate 0.16% among 390,000; AID 504648; further: potency means the concentration at half of the fitted maximal effect; on the % scale 0 is the no-effect control and ±100 the full control effect
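A549 ARE-Fluc cells in 5% FBS OPTI-MEM, 5000 cells/well, rested 2 h then exposed to compounds in concentration-response for 18-24 h at 37 °C. Viability by CellTiter-Fluor fluorescence (Ex 405/Em 525) after 30 min; luciferase luminescence (BugLite, 15 min, RT) read afterwards.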
TGFb inhibitor – blocks TGF-b signaling; HepG2 CAGA-GFP TGF-b/SMAD3 reporter, GFP fluorescence, 18 h; TGF-beta stimulated, 500 pg/mL final; Potency, µM (top dose mostly 46.1 µM), inactives show top-dose activity, negative = inhibition, actives largely listed as inhibitors; hit rate 1.2% among 410,000; further: potency means the concentration at half of the fitted maximal effect; on the % scale 0 is the no-effect control and ±100 the full control effect; nearly all actives have a fitted effect of over 65% in size
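HEPG2 CAGA-GFP cells (1000/well, DMEM with 1% FBS) were pre-incubated 2 h at 37 degrees C, given compound by pin tool, then stimulated with TGF-beta at 500 pg/mL final for 18 h before per-cell GFP fluorescence imaging.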
IL-2 act – activates IL-2 in a cell-based reporter assay. activation, % (series mostly up to about 46 µM). AID 652025. IL-2 activation reporter assay, cell-based qHTS; stimulated with anti-CD3/CD4/CD28 beads; in transgenic mouse T cells. hit rate 0.065% among 360,000; in the data active means activation above about 50%; inconclusive means mostly about 30% to 49%; further: 0% is about no effect
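Readout: EGFP and DsRed signals by fluorescent plate cytometry. Unstimulated transgenic mouse T cells received compound 60 min before antibody-bead stimulation, then incubated 18 h at 37 degrees C.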
ATXN viability – cell viability loss in ATXN counter-screen; S2 cells (HEK-293 line with an ATXN2-luciferase reporter) viability, CellTiter-Fluor protease fluorescence, 24 h; Potency, µM (top dose mostly 56.7 µM), hits mostly cytotoxic; hit rate 0.49% among 400,000; further: potency means the concentration at half of the fitted maximal effect; nearly all actives have a fitted effect of over 40% in size
EPAC2 ag – agonists of human EPAC2 (RAPGEF4). Q8WZA2. EPAC2 activation, biochemical qHTS; response scale: 100% = 6.5 mM cAMP response. Potency, µM (highest dose often 154 µM), without a hit: at the top dose activation, hits mostly activators. hit rate 0.079% among 360,000; further: potency means the concentration at half of the fitted maximal effect; nearly all actives have a fitted effect of over 50% in size
Target sequence (Q8WZA2 whole entry, looked up): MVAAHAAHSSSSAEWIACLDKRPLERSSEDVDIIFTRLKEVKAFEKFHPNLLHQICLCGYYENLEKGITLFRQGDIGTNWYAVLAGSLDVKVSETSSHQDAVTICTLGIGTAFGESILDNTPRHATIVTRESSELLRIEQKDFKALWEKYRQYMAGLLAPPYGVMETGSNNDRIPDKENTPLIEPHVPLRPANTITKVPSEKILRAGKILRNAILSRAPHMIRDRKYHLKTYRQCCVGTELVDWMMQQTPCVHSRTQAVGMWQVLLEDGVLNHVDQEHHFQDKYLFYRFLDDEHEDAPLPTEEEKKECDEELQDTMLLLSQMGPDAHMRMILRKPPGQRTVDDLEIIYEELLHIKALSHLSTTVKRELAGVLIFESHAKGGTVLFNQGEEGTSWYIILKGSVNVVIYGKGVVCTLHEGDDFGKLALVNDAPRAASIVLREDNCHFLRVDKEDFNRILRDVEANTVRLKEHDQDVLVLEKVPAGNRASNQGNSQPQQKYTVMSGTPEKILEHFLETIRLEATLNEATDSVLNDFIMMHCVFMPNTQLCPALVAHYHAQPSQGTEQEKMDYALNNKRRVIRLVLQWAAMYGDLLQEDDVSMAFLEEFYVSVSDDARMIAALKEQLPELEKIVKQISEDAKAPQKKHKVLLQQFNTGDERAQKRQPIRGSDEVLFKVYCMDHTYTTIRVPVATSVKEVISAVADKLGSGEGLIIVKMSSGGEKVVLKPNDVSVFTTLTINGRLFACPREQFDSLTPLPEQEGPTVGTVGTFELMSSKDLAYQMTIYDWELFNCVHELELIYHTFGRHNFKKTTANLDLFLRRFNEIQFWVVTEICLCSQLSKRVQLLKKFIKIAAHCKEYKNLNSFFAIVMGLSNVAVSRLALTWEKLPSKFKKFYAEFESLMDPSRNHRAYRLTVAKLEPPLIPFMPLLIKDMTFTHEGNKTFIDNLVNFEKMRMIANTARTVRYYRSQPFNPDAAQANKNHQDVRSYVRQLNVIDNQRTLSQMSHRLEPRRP
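In this primary screen, activation is scored as increased exchange of BODIPY-GDP from Rap1B by 100 nM EPAC2, with 50 uM GDP as competitor. Signal is normalized to the 6.5 mM cAMP agonist control.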
Nrf2 activator – Nrf2 pathway activation; AREc32 ARE-luciferase reporter (MCF7-derived line), luminescence, 24 h; Potency, µM (series often up to 46.1 µM), for inactives: top-dose activation, usual class: activators; hit rate 0.31% among 410,000; AID 624171; further: potency means the concentration at half of the fitted maximal effect; % of control where 0% means no effect; nearly all actives have a fitted effect of over 65% in size
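Quantitative high-throughput format: AREc32 reporter cells, 1000 per well, received compound by pin transfer and were incubated 24 hr at 37 deg C, 5% CO2, before Steady-Glo luminescence detection.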
Nrf2 inh – blocks Nrf2 signaling. A549 ARE-Fluc reporter, luciferase luminescence, 18-24 h. Potency, µM (highest dose often 46 µM), without a hit: at the highest dose activity change, negative = inhibition, hits mostly inhibitors. hit rate 2.1% among 360,000. AID 504444; further: potency means the concentration at half of the fitted maximal effect; on the % scale 0 is the no-effect control and ±100 the full control effect; nearly all actives have a fitted effect of over 60% in size
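A549 ARE_Fluc cells (5000/well, 5% FBS OPTI-MEM) pre-incubated 2 h, then treated with compounds 18-24 h at 37C/5% CO2 in concentration-response. CellTiter-Fluor viability read first; BugLite luciferase luminescence after 15 min at room temperature gives Nrf2 activity.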
ATXN2 expr inh – reduces ATXN2 reporter expression in HEK-293 cells | Potency, µM (highest dose often 57 µM), inactives show at the top dose activity change, negative = inhibition, usual class: inhibitors | HEK-293 ATXN2-luciferase reporter, luminescence, 24 h | hit rate 0.72% among 360,000; further: potency means the concentration at half of the fitted maximal effect; on the % scale 0 is the no-effect control and ±100 the full control effect; nearly all actives have a fitted effect of over 55% in size
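ATXN2-luciferase reporter cells (luciferase flanked by upstream and downstream ATXN2 gene portions) were treated 24 h at 37 °C with compounds at up to 57 uM. SteadyGlo luminescence gave expression; GF-AFC fluorescence gave viability.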
* marks the source's active call; other numbers are inactive results; i = inactive; ? = inconclusive; . = no result given; & = joins results of further samples; [ ] = dose if it differs, or a comment. Unless noted, the call rests on the fitted dose curve; in most records, active means well fitted curve in the direction sought with a large enough effect; inconclusive means small, poorly fitted or top-dose-only effect, or another doubt; inactive means no such curve, though single readings can be large; an effect the other way counts as inactive or inconclusive. Hits appear at their usual frequency (roughly 4.3% active in at least one column).

SMILES | HepG2 tox | A549 viability | TGFb inhibitor | IL-2 act | ATXN viability | EPAC2 ag | Nrf2 activator | Nrf2 inh | ATXN2 expr inh
CCOc1nc(Nc2ccccc2)nc(OCC)n1 | -4.6% | ? | 1.4% | 1.6 | i | 6.3% | 23.1% | 3.4% | .
C=C(C)COc1ccc(-c2n[nH]c(C)c2-c2ccccc2)c(O)c1 | -112.9% | ? | ? | -0.1 | ? | 9.0% | -0.4% | ? | ?
CCOC(=O)Cc1ccc(Nc2nc(NCc3cccs3)nc3ccsc23)cc1 | -21.6% | . | 8.3% | -1.1 | i | 6.8% | 4.2% | . | -3.3%
O=C(Nc1cccc(C(=O)OCc2cc(=O)n3nc(C4CC4)sc3n2)c1)c1cccc(Cl)c1 | 2.3% | -4.0% | 22.3% | . | ? | . | 2.6% | . | -1.2%
CCOC(=O)c1cnc(SCC(=O)Nc2nnc(CC)s2)nc1N | -3.3% | 15.7% | -9.1% | -2.1 | i | -2.3% | -0.2% | -1.9% | -7.9%
Fc1cccc(C2CCCCN2Cc2nc(C3CC3)no2)c1 (stereo not drawn) | -6.6% | 1.2% | 16.7% | -0.4 | i | 1.6% | -0.4% | -7.9% | 12.2%
CC1CC(C)CN(C(=O)CSc2nnc(-c3ccco3)o2)C1 (stereo not drawn) | 12.5% | -4.7% | 0.0% | -2.1 | i | -1.5% | -0.5% | -1.2% | -5.6%
Cc1ccc(OCC(=O)Nc2ccc(S(=O)(=O)Nc3ccccn3)cc2)cc1C | -0.9% | 0.2% | -28.2% | -0.2 | i | 11.9% | -0.7% | 0.0% | -27.3%
O=C(Cc1cc(=O)[nH][nH]1)N/N=C/c1c(Cl)cccc1Cl | -41.4%&1.4% | -1.0%&-6.9% | -22.3%&0.0% | -2.6&-1.6 | i | 0.9%&10.1% | 3.4%&2.8% | 6.5%&-11.0% | -0.1%&-6.0%
Cc1ccc(S(=O)(=O)NC2=NCN(CCOC(=O)c3ccc([N+](=O)[O-])cc3)CN2)cc1 | -3.7% | 10.7% | -29.4% | -1.4 | i | -1.5% | -0.1% | 5.6% | 1.0%
COc1ccc(-c2nc(-c3cc4cc(Br)ccc4oc3=O)cs2)cc1 | -0.9% | 1.2% | -16.3% | . | i | . | 3.9% | . | 4.3%
O=C(Nc1ccccc1O)c1ccc(NC(=O)C2CC2)cc1 | -5.7% | 4.1% | -11.9% | -3.8 | i | 1.6% | ? | 13.9% | 94.7%[activator]
CCOC(=O)C1CCCN(C2CC(=O)N(c3ccc(C(C)C)cc3)C2=O)C1 (stereo not drawn) | -29.1% | 0.0% | -1.9% | -2.1 | i | 1.2% | 0.2% | -0.3% | .
O=C(N/N=C/c1cccc(OC(=O)c2cccc(Br)c2)c1)c1cccnc1 | 9.5% | 2.7% | -1.7% | 1.3 | i | 1.2% | 2.2% | -9.0% | 3.1%
CCOC(=O)c1ccccc1CN1C(=O)c2ccccc2S1(=O)=O | 1.9% | -1.6% | 0.2% | -1.5 | i | 23.7% | 3.8% | -0.5% | 38.3%[activator]
Cc1ccccc1CSc1nnc(-c2ccccn2)n1N | -3.3% | 0.5% | 0.0% | -1.9 | i | 3.4% | 0.8% | 22.3% | 36.6%
CCCCCCCCN1C(=O)[C@H](CC(=O)NCC23CC4CC(CC(C4)C2)C3)C[C@@]2(C(=O)OC)CCCCC=C12 | . | . | . | -0.8 | ? | -6.8% | 0.6% | . | -3.2%
Cc1ccc(-n2cnc3cc(C(=O)NC4CCCCCC4)ccc32)c(C)c1 | -37.7% | -9.4% | ? | . | ? | . | 4.7% | . | -20.5%
Cc1ccc2c(c1)C(=O)c1ccccc1CS2=O (stereo not drawn) | -0.1% | -0.5% | -6.4% | -1.4 | i | -0.9% | -0.7% | 7.0% | 6.7%
CC(=O)c1c(C)[nH]c(C(=O)OCC(=O)N(C)C)c1C | -0.3% | 15.3% | -0.4% | -0.6 | i | 10.8% | -0.4% | -2.1% | 12.3%
Clc1ccc2oc(SCc3cccnc3)nc2c1 | -20.1% | 3.7% | ? | 0.2 | i | 7.7% | 10.2% | 2.1% | .
COc1ccccc1NS(=O)(=O)c1cc(NC(=O)c2cc(=O)[nH]c3ccccc23)ccc1N1CCOCC1 | -9.4% | -3.4% | ? | -0.1 | ? | 22.0% | -0.6% | -7.8% | .
Cc1cccc(CNC(=O)c2cnc3sc(N4CCOCC4)nn3c2=O)c1 | -15.4% | -4.7% | -18.7% | . | . | . | -0.5% | ? | .
COc1cccc(C(=O)NC2CCN(CC(=O)NCc3ccccc3OC)CC2)c1 | -3.1% | 4.6% | -0.4% | -2.3 | i | 8.3% | -0.2% | 3.8% | -3.1%
CCOc1ccc(C(=O)NNC(=O)CN2C(=O)NC3(CCCC3)C2=O)cc1 | 5.2% | -6.3% | -3.7% | -1.3 | i | -2.7% | -0.5% | 8.0% | 0.1%
Cc1ccc(C(NC(=O)c2ccccc2S(C)(=O)=O)c2ccccc2)cc1 (stereo not drawn) | -6.9% | 17.7% | 1.7% | 0.0 | i | 10.7% | -0.5% | 2.1% | -8.2%
CN(C)CCNc1ncnc2c1ncn2[C@H]1CN(Cc2cccnc2)C[C@@H](CO)O1 | -46.8% | . | -16.7% | 0.4 | i | -0.4% | -0.4% | . | 9.8%
Cc1cc(C)cc(NC(=O)CSc2nnc(-c3ccccc3Br)o2)c1 | -18.0% | -3.4% | 23.6% | -2.0 | i | 10.8% | 3.7% | -18.0% | 67.7%[activator]
C=CCNC(=O)/C(=C\c1cccc([N+](=O)[O-])c1)NC(=O)c1ccccc1 | -30.6% | 3.5% | 1.4% | -2.2 | i | -10.1% | 1.5% | 1.5% | 5.2%
COc1cc(N2N=C(c3ccccc3)CC2c2ccccc2)c(C=O)cc1C=O (stereo not drawn) | 4.9% | 1.6% | 6.8% | 0.5 | . | 11.6% | -0.7% | ? | -17.8%
Cc1nc2[nH]c(=O)n(O)c(=O)c2s1 | 18.7% | -2.6% | -11.9% | -4.5 | i | 2.9% | -0.4% | -1.0% | 9.5%
Cc1c(C(=O)Nc2ccc(F)c(C(F)(F)F)c2)sc2nc(-c3ccccc3)cn12 | -1.0% | ? | 5.0% | . | . | . | -0.5% | . | .
CC(C)(C)OC(=O)N1CCc2onc(-c3ccc([N+](=O)[O-])cc3)c2C1=O | -69.2% | . | ? | 2.7 | i | 18.5% | -0.4% | . | -1.8%
CCOC(=O)CC1COc2ccccc2N1C(=O)c1cccc([N+](=O)[O-])c1 (stereo not drawn) | 1.8% | 0.3% | 6.5% | 0.3 | i | 3.7% | 2.4% | ? | 12.5%
Cc1[nH]c2ccccc2c1/C=C(/C#N)C(=O)NC(C)C | -10.0% | 4.2% | -14.4% | -1.2 | i | 2.7% | 2.4% | -6.2% | -1.7%
CCOC(=O)C1=C(CN2CCN(CC)CC2)NC(=O)NC1c1ccc(Cl)cc1 (stereo not drawn) | -28.5% | -3.0% | -5.3% | . | ? | . | -0.7% | -13.9% | -18.3%
COc1ccc(N2CCN(S(=O)(=O)c3ccc4c(c3)NC(=O)C(C)C(=O)N4)CC2)cc1 (stereo not drawn) | -2.9% | -1.2% | -0.3% | -0.4 | ? | -0.1% | 2.4% | -12.3% | -1.2%
CC(c1ccccc1)C(NC(=O)OCC1c2ccccc2-c2ccccc21)C(=O)O (stereo not drawn) | -9.5% | -4.6% | -24.0% | 0.4 | i | 0.8% | 0.2% | -17.5% | -2.8%
CN(Cc1ccccc1)C(=O)c1ccc(NC(=O)Cc2cccc(NC(=O)C3CCN(C(=O)C4CCC4)CC3)c2)cc1 | -18.5% | 2.8% | -26.9% | -0.5 | i | 5.8% | 0.0% | -15.9% | -5.2%
CCN1CCN(CCC(=O)Nc2cccc(OC)c2)CC1 | -14.8% | 0.5% | -14.7% | -1.1 | i | 8.0% | 1.8% | 11.7% | 116.7%[activator]

In the list so far, two have two or more sulfur atoms:
SMILES | HepG2 tox | A549 viability | TGFb inhibitor | IL-2 act | ATXN viability | EPAC2 ag | Nrf2 activator | Nrf2 inh | ATXN2 expr inh
CCOC(=O)Cc1ccc(Nc2nc(NCc3cccs3)nc3ccsc23)cc1 | -21.6% | . | 8.3% | -1.1 | i | 6.8% | 4.2% | . | -3.3%
CCOC(=O)c1cnc(SCC(=O)Nc2nnc(CC)s2)nc1N | -3.3% | 15.7% | -9.1% | -2.1 | i | -2.3% | -0.2% | -1.9% | -7.9%

Continued.
SMILES | HepG2 tox | A549 viability | TGFb inhibitor | IL-2 act | ATXN viability | EPAC2 ag | Nrf2 activator | Nrf2 inh | ATXN2 expr inh
S=C(NC1CC2CCC1C2)N1CCN(c2cccc(Cl)c2)CC1 (stereo not drawn) | -34.2% | -10.3% | ? | -0.4 | i | 1.9% | 3.3% | 16.4µM* | -0.3%
Cc1noc(C)c1C(=O)NC(C)c1ccc2c(c1)OCO2 (stereo not drawn) | -2.3% | -12.6%[1.84 µM] | -2.8% | -1.7 | i | 6.4% | -0.2% | 1.9% | 6.8%
COCCNC(=O)Cn1c(=O)n(CCCCCC(=O)NCc2ccc3c(c2)OCO3)c(=O)c2sccc21 | -0.6% | -4.5% | 1.3% | . | . | . | -0.7% | -19.1% | .
O=C(N/N=C/c1ccco1)c1cccc(NC(=O)c2ccccc2Cl)c1 | 3.1% | -2.8% | -8.8% | 0.8 | i | 5.8% | 3.4% | 18.0% | -3.3%
CSc1cccc(NC(=O)CSc2ccccc2)c1 | -19.6% | 2.0% | 4.4% | -0.9 | i | 5.0% | 0.6% | ? | 16.2%
